# Screens: PubChem BioAssay, several laboratories
# bCat KO growth: primary screen for growth suppressors in beta-catenin knockout HCT116 cells (colon tumor, human); 140,000 compounds, 1.5% hits; viability, % at 10 µM; AID 818, 2007; HCT116 beta-catenin knockout viability, CellTiter-Glo, 60 h; hits give low values;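 active = viability at or under a set limit, the compound median less 4 SD, cut at about 6% in these data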;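 note: 0% = Hyamine 1622 control at 20 µM and 100% = untreated cell control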
# Yeast life ext: compounds extending yeast replicative lifespan, primary screen, S. cerevisiae, OD615; 130,000 compounds, 0.68% hits; inhibition of the nicotinamide effect, % at 10 µM; S. cerevisiae growth with nicotinamide; deaD strain in restrictive glucose medium;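 active = inhibition above a set limit, placed 3 SD over the median of all compounds, cut at about 26% in these data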;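 note: 0% = nicotinamide-treated wells and 100% = cells grown without nicotinamide; some compounds called inactive have numbers as strong as hits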
#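 System: DeaD-strain S. cerevisiae / Buffer or medium: CSMM-D, restrictive glucose (dextrose) synthetic minimal medium / Probe or stimulus: nicotinamide, 1.5 mM, co-present with compound / Compound: one concentration, 10 µM, DMSO 0.25% / Incubation: 48 h compound exposure at 30 °C, humidified / Technique: optical density (absorbance) at 615 nm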
# HCT116 PTEN-null: growth suppression of PTEN-null HCT116, primary screen, cell-based, CellTiter-Glo; 140,000 compounds, 1.2% hits; viability, % at 10 µM; HCT116 PTEN-null viability, 60 h; hits give low values;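 active = viability at or below a set limit, 4 SD under the median of all tested compounds, cut at about 3.7% in these data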;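 note: PTEN knockout HCT116 line with beta catenin targeted HCT116 as companion control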
# GALR2 antag: GALR2 antagonists in receptor-expressing cells, primary screen | 140,000 compounds, 0.39% hits | inhibition, % at 4 µM | antagonist mode | Galanin receptor type 2 (Homo sapiens), O43603 | AID 828, 2007; in the data active = inhibition above about 27%;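 note: cells stimulated with galanin 1-16 at roughly its EC80; 0% = agonist challenge control and 100% = basal control without agonist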
# Target sequence (O43603 whole entry, looked up): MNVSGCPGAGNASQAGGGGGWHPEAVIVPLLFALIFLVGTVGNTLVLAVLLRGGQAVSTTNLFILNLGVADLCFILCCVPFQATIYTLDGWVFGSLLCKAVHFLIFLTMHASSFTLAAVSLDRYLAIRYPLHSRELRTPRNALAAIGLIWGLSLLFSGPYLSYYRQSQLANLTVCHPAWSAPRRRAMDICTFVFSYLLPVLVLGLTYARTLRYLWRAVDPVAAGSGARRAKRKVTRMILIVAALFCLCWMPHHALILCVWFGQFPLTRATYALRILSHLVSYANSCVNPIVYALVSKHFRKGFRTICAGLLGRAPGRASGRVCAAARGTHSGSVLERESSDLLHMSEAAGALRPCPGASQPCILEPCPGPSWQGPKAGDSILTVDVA
# NPY-Y2 antag: NPY-Y2 receptor antagonists, primary screen, cell-based. Neuropeptide Y receptor type 2 (Homo sapiens), P49146. NPY-Y2 expressing cells, antagonist mode. inhibition, % at 2.7 µM. 140,000 compounds, 0.99% hits. AID 793, 2007; in the data active = inhibition above about 17%;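 note: 0% = vehicle with agonist challenge and 100% = reference antagonist with challenge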
# Target sequence (P49146 whole entry, looked up): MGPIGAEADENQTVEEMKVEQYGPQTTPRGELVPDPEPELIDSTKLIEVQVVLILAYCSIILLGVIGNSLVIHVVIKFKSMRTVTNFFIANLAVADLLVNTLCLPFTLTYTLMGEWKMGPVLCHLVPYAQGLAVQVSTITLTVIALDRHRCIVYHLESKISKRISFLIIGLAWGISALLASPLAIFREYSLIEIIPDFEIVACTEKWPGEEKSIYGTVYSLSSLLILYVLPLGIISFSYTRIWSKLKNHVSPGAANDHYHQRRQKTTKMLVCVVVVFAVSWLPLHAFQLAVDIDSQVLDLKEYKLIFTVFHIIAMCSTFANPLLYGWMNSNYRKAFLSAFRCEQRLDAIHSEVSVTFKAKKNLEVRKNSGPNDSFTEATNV
# MRP1 act: H69AR viability gain despite doxorubicin, primary screen, MRP-1 activator project, H69AR cells, CellTiter-Glo; viability rescue; viability increase, % at 10 µM; 140,000 compounds, 0.61% hits; AID 799, 2007;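 active = viability gain under doxorubicin at or above a set limit, the compound median plus 3 SD, cut at about 4.7% in these data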;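 note: MRP-1 overexpressing cells given doxorubicin 25 µM after compound pretreatment; 18-22 h compound pretreatment then 72 h with doxorubicin before readout; 0% = doxorubicin-only wells and 100% = vehicle-treated cells without doxorubicin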
# Phagocyt inh: inhibitors of macrophage phagocytosis, primary screen, imaging, J774A.1 cells, IgG beads. J774A.1 macrophage IgG-bead phagocytosis. inhibition, % at 5 µM. 110,000 compounds, 0.07% hits. AID 1029, 2008;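 active = inhibition above the mean of the plate negative controls plus 5 SD, cut at about 13% in these data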;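 note: phagocytic index as fraction of beads internalized from green versus red external bead signal; plate controls were DMSO negative control for no effect and cytochalasin-D positive control for full effect; some results beyond the cut were filed as inactive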
# Yeast growth inh: growth inhibitors of yeast BB579 in restrictive medium, primary screen, yeast lifespan-shortening project, S. cerevisiae; AID 804, 2007; inhibition, % at 10 µM; 140,000 compounds, 0.51% hits; OD615, 48 h;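 active = inhibition above a set limit, 3 SD over the mean compound inhibition, cut at about 44% in these data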; note: inactives centre near -24
#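 controls = amphotericin B 10 µg/mL, positive | assay system = DeaD yeast strain BB579 | schedule = 48 h compound exposure at 30 °C after 4 h preincubation | detection = OD615 turbidity measurement | medium = restrictive CSMM-D medium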
# Measles CPE: compounds protecting cells from measles virus cytopathic effect, primary screen, measles RdRp inhibitor project, single point, MLSMR library, absorbance. Measles virus-infected cells, CPE protection. protection (pct of control), % at 4 µM. 140,000 compounds, 1.5% hits; in the data active = protection mostly above about 24%, no sharp cut-off; inactive = mostly below about 26%; note: some compounds called inactive have numbers as strong as hits
# E-sel TNF inh: E-selectin induction blockers in HUVEC – imaging, immunofluorescence, high content, primary screen; HUVEC TNFa-induced E-selectin immunofluorescence; inhibition, % at 2 µM; 120,000 compounds, 0.71% hits;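 active = inhibition above the batch mean plus 3 SD, and confirmed as a hit on visual image review, cut at about 43% in these data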;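 note: 0% = TNF-stimulated DMSO wells and 100% = unstimulated control wells; not every result past the cut was called active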
# Starred values were filed as active, the others as inactive; . = no result given.
SMILES,bCat KO growth,Yeast life ext,HCT116 PTEN-null,GALR2 antag,NPY-Y2 antag,MRP1 act,Phagocyt inh,Yeast growth inh,Measles CPE,E-sel TNF inh
COc1cc(C2C(C(=O)c3ccc(C)o3)=C(O)C(=O)N2c2cc(C)on2)ccc1O (stereo not given),94,-3,103,2,2,-1.2,-3,-37,13,7
CCOc1ccc(C(=O)CCC(=O)O)cc1,101,-6,104,16,1,-1.2,.,-35,24,21
CCCOc1cccc(-c2cc(C(=O)NNC(=S)NCC)c3ccccc3n2)c1,93,-5,96,-8,4,-5.9,-1,-6,5,-14
FC(F)(F)c1cccc(Sc2cc(C(F)(F)F)nc(-c3ccccn3)n2)c1,80,-6,81,4,9,-2.3,.,-51,17,23
Cc1c(C)c2cc(Cl)c(OCc3nn[nH]n3)cc2oc1=O,98,-13,92,-9,3,0.9,-1,-14,8,31
Cc1ccc(-n2nc3c(c2NC(=O)c2ccc4c(c2)OCO4)CS(=O)C3)cc1 (stereo not given),92,-1,95,7,-2,-3.8,-2,-25,11,-15
CCc1sc(C(=O)NC2CCN(C)CC2)cc1Br,85,-9,95,-3,-1,-1.0,.,-38,11,22
CC(=O)c1cc(CN2CCCCC2)cc(OC(C)C)c1,95,14,88,-7,11,-0.6,-4,-72,22,-4
C[C@@H]1NC(=O)[C@H](CCCN=C(N)N)NC(=O)c2cc([N+](=O)[O-])cc(I)c2OCC[C@@H](C(=O)NC(CC(=O)O)C(N)=O)NC1=O (stereo not given in full),97,10,97,-2,1,-2.2,.,-15,3,-41
CCNC(=O)c1sccc1-n1cccc1,86,-3,93,-2,-1,-3.8,-1,-17,7,7
C=CCSc1ncc(C#N)c(N)n1,100,.,96,-8,1,-0.6,.,4,7,-12
Cc1cccc(-n2c(SCC(=O)Nc3nonc3C)nnc2-c2ccoc2C)c1,82,-12,97,5,4,-2.4,.,-16,9,3
O=C1c2ccccc2-c2c1cccc2C(=O)N1CCCCCC1,87,0,90,-2,8,-2.8,-1,-10,1,7
CC(C)CN=C(NS(=O)(=O)c1ccccc1)C(Cl)(Cl)Cl,4.7*,44*,4,-7,2,-6.2,-3,-27,16,.
c1ccc(-c2cc(N3CCOCC3)nc(-c3ccccc3)n2)cc1,87,-1,88,-7,3,-2.5,1,-18,7,10
O=C(CSc1nnc(C2COc3ccccc3O2)o1)N1CCCCC1 (stereo not given),97,-8,96,1,3,-1.4,0,24,3,-5
Cc1cccc2cc(C(c3nnnn3C3CCCC3)N3CCOCC3)c(=O)[nH]c12 (stereo not given),99,-15,101,6,0,-4.2,0,-11,6,.
CCC(C)[C@@H](N)C(=O)N/N=C/c1ccc2ncccc2c1 (stereo not given in full),95,-5,97,-9,1,-2.5,-9,-2,2,.
CCOC(=O)c1c(N2C(=O)Nc3ccccc3N2O)sc2c1CCCC2,87,30*,88,-6,4,-2.8,-6,-31,20,14
CC(C)c1[nH]nc2c1C(c1cccc(OC(=O)N3CCOCC3)c1)C(C#N)=C(N)O2 (stereo not given),91,-11,96,-1,20*,-1.8,0,-18,13,-17

# The final two records of the part above come first, to join the parts.
SMILES,bCat KO growth,Yeast life ext,HCT116 PTEN-null,GALR2 antag,NPY-Y2 antag,MRP1 act,Phagocyt inh,Yeast growth inh,Measles CPE,E-sel TNF inh
CCOC(=O)c1c(N2C(=O)Nc3ccccc3N2O)sc2c1CCCC2,87,30*,88,-6,4,-2.8,-6,-31,20,14
CC(C)c1[nH]nc2c1C(c1cccc(OC(=O)N3CCOCC3)c1)C(C#N)=C(N)O2 (stereo not given),91,-11,96,-1,20*,-1.8,0,-18,13,-17
CCOC(=O)c1oc2ccccc2c1NC(=O)COC,101,-16,89,4,6,1.6,3,-24,9,-10
CCCN1C(=O)c2ccccc2NC1c1cc(OC)c(OC)c(OC)c1 (stereo not given),91,.,94,-6,-3,-2.0,.,-17,25,3
COC(=O)Cn1c(=NC(=O)CSCC(=O)NC2CCCCC2)sc2cc(OC)ccc21,97,-10,99,-14,5,-1.7,0,-86,10,9
O=C(c1ccccc1)N1CCN(C2CC(=O)N(CCc3ccccc3)C2=O)CC1 (stereo not given),82,-23,105,-5,4,-3.8,0,-4,6,-17
Brc1ccccc1-c1nnc(SCc2nc3ccccc3s2)o1,89,-4,86,-8,9,-3.9,-6,1,9,23
Cc1ccc(-n2nnnc2C(=Cc2ccc(N(C)C)cc2)c2nnnn2-c2ccc(C)cc2)cc1,47,-11,32,1,6,-6.7,.,-9,1,-46
CC(C)CCNC(=O)CN(Cc1cccs1)C(=O)CCC(=O)Nc1nccs1,95,-14,98,6,-1,-1.4,0,-33,12,-4
COc1ccc(NC(=O)C2CC2)cc1NS(=O)(=O)c1ccc(F)cc1,88,-10,89,7,-4,-1.2,0,-41,5,.
N/C(CN1CCCC1=O)=N\OC(=O)c1ccc(Cl)c(Cl)c1,92,11,93,-9,4,-2.3,-7,-47,28,-2
CC(C)C(C)(C#N)NC(=O)CSc1nc(C2CCCCC2)n(-c2ccccc2)n1 (stereo not given),83,0,72,1,4,-2.5,.,-9,5,.
O=C(NC(=S)N1CCN(Cc2ccc3c(c2)OCO3)CC1)c1cccc(Br)c1,33,12,26,10,3,-1.0,-11,0,16,.
CC(/C=C/c1ccco1)=N\NC(=O)C(O)c1ccccc1 (stereo not given),86,-4,96,12,0,0.5,-5,1,17,.
CC(C)CCNC(=O)c1cnn2c(C(F)(F)F)cc(-c3ccco3)nc12,66,-5,59,1,8,-3.3,0,-38,4,-2
O=C(NCc1ccco1)Nc1ccc2snnc2c1,99,-5,89,-5,0,-3.8,0,-26,6,13
Cc1ccc(/S(C)=N/S(=O)(=O)c2ccc(C)cc2)cc1 (stereo not given),95,4,90,3,1,-3.1,.,-4,17,-8
COC(=O)C1=C(C)N(CCc2ccc(OC)cc2)C(=O)C1,83,-8,88,12,4,0.3,0,1,1,25
CC(=O)c1c(C)[nH]c(C(=O)N2CCCCCC2)c1C,99,-4,119,-1,0,-0.7,.,-29,3,.
O=C(c1ccc2c(c1)OCCCO2)c1cccs1,81,-16,90,1,3,0.2,0,-56,17,8
O=C(COc1ccccc1[N+](=O)[O-])N/N=C/c1ccc(O)cc1,98,1,95,4,0,-3.8,-3,-47,12,.
Cc1c(C(=O)c2ccc(Cl)cc2Cl)cnc2cc3c(cc12)OCO3,44,.,58,-1,2,2.0,.,-53,3,0
Cc1ccc2c(c1)C(c1ccccc1)N(C(=O)c1ccc(Br)o1)CC(=O)N2 (stereo not given),71,-8,68,6,2,-4.1,0,-25,5,-8
CCOc1ccc(CCNC(=O)C2CCN(C(=O)N(C)C)CC2)cc1OCC,98,-16,112,4,0,-0.9,0,-46,7,.
COc1ccc(Cl)cc1NC(=O)C(=O)NC1CCCCCC1,93,-5,89,7,5,0.4,1,-17,10,8
CC(=O)c1ccc(N(C)C)cc1,90,-11,81,5,-1,-0.1,-1,2,4,-70
O=C1c2ccccc2C(=O)N1CCc1nc(-c2cccnc2)no1,97,-9,99,-12,1,0.0,-2,-16,3,-5
O=C(/C=C/c1ccc(Br)cc1)NCc1cccs1,93,-5,75,-10,1,-2.1,-2,-20,16,.
CN1CCN(C(=O)c2sc(=S)n(-c3ccccc3)c2N)CC1,97,-3,89,-3,0,-1.6,-1,-39,4,8
CCOc1ccc(C(=O)Cc2ccc3oc(C(=O)O)cc3c2)c(O)c1,95,-13,104,4,2,0.4,1,-12,7,-1
CCc1cc(C)cc(OCCNC(=O)c2cncc(Br)c2)c1,90,-16,93,-3,2,-1.6,0,-20,13,-30
CC(=O)NNc1nc2ccccc2s1,87,-3,95,-2,8,-2.1,.,-11,9,.

# 6 records drawn at random from those above, as already listed:
SMILES,bCat KO growth,Yeast life ext,HCT116 PTEN-null,GALR2 antag,NPY-Y2 antag,MRP1 act,Phagocyt inh,Yeast growth inh,Measles CPE,E-sel TNF inh
CCc1cc(C)cc(OCCNC(=O)c2cncc(Br)c2)c1,90,-16,93,-3,2,-1.6,0,-20,13,-30
CN1CCN(C(=O)c2sc(=S)n(-c3ccccc3)c2N)CC1,97,-3,89,-3,0,-1.6,-1,-39,4,8
CC(=O)c1ccc(N(C)C)cc1,90,-11,81,5,-1,-0.1,-1,2,4,-70
CCOc1ccc(CCNC(=O)C2CCN(C(=O)N(C)C)CC2)cc1OCC,98,-16,112,4,0,-0.9,0,-46,7,.
COc1ccc(Cl)cc1NC(=O)C(=O)NC1CCCCCC1,93,-5,89,7,5,0.4,1,-17,10,8
O=C(/C=C/c1ccc(Br)cc1)NCc1cccs1,93,-5,75,-10,1,-2.1,-2,-20,16,.

# Later entries
SMILES,bCat KO growth,Yeast life ext,HCT116 PTEN-null,GALR2 antag,NPY-Y2 antag,MRP1 act,Phagocyt inh,Yeast growth inh,Measles CPE,E-sel TNF inh
O=C(NCCN1CCN(C(=O)c2cc3ccccc3oc2=O)CC1)c1cc2ccccc2oc1=O,95,-15,110,-15,-1,-2.0,.,-17,6,-13
CCCCc1ccc(NC(=S)NN2CCOCC2)cc1,84,-6,102,2,0,0.3,-12,-7,4,.
Cc1noc(NS(=O)(=O)c2ccc(NC(=O)CSc3ncccn3)cc2)c1C,90,-4,101,-3,0,0.3,0,-1,6,.
CC1CC(C)CN(c2ncnc3c2cnn3Cc2ccc(Cl)cc2)C1 (stereo not given),79,-6,80,-10,4,2.0,-2,-51,11,20
Cc1cc(C(=O)OCC(=O)Nc2cc(C)on2)c2ccccc2n1,99,-9,106,10,-1,-2.6,-2,-27,4,2
Cc1ccc(S(=O)(=O)N2CCOCC2)cc1NC(=O)COc1ncnc2ccccc12,93,4,100,7,2,-1.6,12,-17,11,.
O=C1C(=Cc2cccn2-c2ccccc2)C(=O)c2ccccc21,82,3,89,5,1,-2.2,2,-15,7,-18
CCCCc1c(C)nc2ccc(C(=O)OCC)cc2c1Cl,87,9,87,-5,6,0.1,-5,-21,13,.
O=[N+]([O-])c1cc(S(=O)(=O)N2CCCC2)ccc1O,92,3,89,-7,2,1.2,-2,-20,16,.
COc1ccc2c(Cl)c(-c3nnc4n3CCCCC4)sc2c1,91,-10,112,5,6,-0.6,1,-32,43*,-29
